FID counter – counter-screen for HCV NS3 helicase inhibitors: DNA intercalator displacement. DNA fluorescent intercalator displacement, fluorescence. inhibition, % at 7.9 µM. hit rate 0.17% among 290,000. AID 1845; in the data active = inhibition above about 37%;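 note: 0% = vehicle and 100% = reference compound; higher means more ethidium bromide displaced from hairpin DNA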
V1R ag counter – counter-screen for oxytocin receptor agonists: human V1a receptor agonists; P37288; CHO-V1R cells, Fluo-8 calcium fluorescence, agonist mode; 0% DMSO, 100% 3 nM vasopressin; activation, % at 3 µM; hit rate 0.25% among 320,000; AID 2797;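 active = activation above the mean activation of all tested compounds plus 3 SD, per screening run, cut at about 20% in these data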;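 note: signal is peak over basal fluorescence ratio across a 100 second FLIPR read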
OXTR agonist – agonists of human oxytocin receptor. P30559. activation, % at 3 µM. hit rate 0.32% among 320,000. CHO-OTR cells, Fluo-8 calcium fluorescence; normalized: DMSO 0%, oxytocin 100%;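 active = activation above the mean of all tested compounds plus 3 SD, cutoff set per screening run, cut at about 20% in these data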;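 note: peak over basal fluorescence ratio from a 100 s FLIPR kinetic read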
Target sequence (P30559 whole entry, looked up): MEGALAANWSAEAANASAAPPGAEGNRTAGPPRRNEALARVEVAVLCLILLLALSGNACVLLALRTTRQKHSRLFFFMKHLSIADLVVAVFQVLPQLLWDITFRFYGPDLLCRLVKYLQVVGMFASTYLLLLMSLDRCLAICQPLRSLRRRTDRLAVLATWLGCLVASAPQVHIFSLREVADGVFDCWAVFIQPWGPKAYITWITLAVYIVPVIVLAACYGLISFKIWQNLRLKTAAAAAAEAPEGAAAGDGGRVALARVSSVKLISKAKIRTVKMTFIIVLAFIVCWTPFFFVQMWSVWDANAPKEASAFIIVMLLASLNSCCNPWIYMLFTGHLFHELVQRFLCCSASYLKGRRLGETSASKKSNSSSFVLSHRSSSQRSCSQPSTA
NS3 helicase inh – inhibitors of Hepatitis C virus NS3 helicase | NS3 helicase DNA unwinding, Cy5 molecular beacon fluorescence | inhibition, % at 10.9 µM | hit rate 0.56% among 290,000 | AID 1800;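 active = inhibition above the mean of all tested compounds plus 3 SD, set per campaign, cut at about 35% in these data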;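 note: 0% = DMSO wells and 100% = thioflavine S control wells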
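Control set: DMSO versus 110 µM thioflavine S; Material: NS3 helicase fragment of HCV; Measured by: Cy5 fluorescence at 0 and 60 min, beacon hairpin quenching; Read-out basis: percent inhibition from t60/t0 fluorescence ratio; Times: reaction time 60 min, 25 °C; Repeats: single replicate; Compound dosing: single dose, 10.9 µM nominal final, DMSO 0.8% final.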
GalR3 antagonist – blocks the human galanin receptor 3 | HEK293 GalR3-CNG cAMP membrane potential fluorescence; galR3 body fused to GalR1 C-terminus | hit rate 0.44% among 360,000 | inhibition, % at 3 µM;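 active = inhibition above the screen-wide average plus 3 SD, cut at about 13% in these data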;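 note: forskolin and galanin both at EC90 stimulate the cells; cAMP rise reported by CNG channel membrane potential dye signal; 0% = forskolin plus galanin with DMSO and 100% = forskolin alone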
Target sequence (O60755 1-299 limits assumed): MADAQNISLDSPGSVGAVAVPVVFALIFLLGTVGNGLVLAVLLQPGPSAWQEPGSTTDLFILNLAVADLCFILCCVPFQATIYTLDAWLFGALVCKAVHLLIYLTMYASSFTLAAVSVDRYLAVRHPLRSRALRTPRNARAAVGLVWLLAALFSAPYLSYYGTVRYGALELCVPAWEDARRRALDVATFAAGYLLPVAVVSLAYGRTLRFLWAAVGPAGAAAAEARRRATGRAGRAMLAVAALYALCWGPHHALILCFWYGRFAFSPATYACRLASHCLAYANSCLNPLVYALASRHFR
IMP-1 inh – inhibitors of Pseudomonas aeruginosa IMP-1 metallo-beta-lactamase | purified IMP-1, nitrocefin hydrolysis, epi-absorbance fluorescence | inhibition, % at 5.6 µM | hit rate 0.45% among 290,000 | AID 1556;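 active = inhibition above the mean plus 3 SD of all compounds in the same screening run, cut at about 4.5% in these data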;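 note: 0% = IMP-1 with DMSO and 100% = DMSO wells lacking enzyme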
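Assay system: purified IMP-1; Quantity: IMP-1 0.2 nM before substrate addition; Medium: HEPES buffer pH 7.1 with ZnSO4 and Brij 35; Incubation: 15 min enzyme–compound preincubation, then 25 min nitrocefin reaction, 25 °C; Signal: fluorescence quenching readout, ex 480/em 530 nm; Controls: DMSO with and without IMP-1; Repeats: singlicate testing.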
GPR7 antagonist – human neuropeptides B/W receptor 1 antagonism. GPR7-expressing cells, fluorescence antagonist assay. inhibition, % at 4.4 µM. hit rate 1.1% among 290,000; in the data active = inhibition above about 16%, passing the limit was not always enough;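 note: cells stimulated with the agonist NPW; 0% = agonist with vehicle and 100% = vehicle without agonist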
PHOSPHO1 inh – PHOSPHO1 (human) inhibition; Q8TCT1; recombinant PHOSPHO1, absorbance phosphatase assay; inhibition, % at 13.3 µM; hit rate 1.1% among 290,000; in the data active = inhibition above about 60%
Target sequence (Q8TCT1 whole entry, looked up): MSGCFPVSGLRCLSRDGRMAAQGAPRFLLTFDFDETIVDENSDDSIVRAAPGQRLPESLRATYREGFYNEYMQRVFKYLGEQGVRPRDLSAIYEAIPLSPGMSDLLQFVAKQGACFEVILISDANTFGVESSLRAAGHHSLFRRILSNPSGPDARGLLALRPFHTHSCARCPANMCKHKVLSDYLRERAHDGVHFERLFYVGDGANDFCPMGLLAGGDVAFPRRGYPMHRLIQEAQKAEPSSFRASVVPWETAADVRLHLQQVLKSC
VIM-2 inhibitor – blocks Pseudomonas aeruginosa VIM-2 metallo-beta-lactamase; purified VIM-2, nitrocefin hydrolysis, epi-absorbance fluorescence; inhibition, % at 5.6 µM; hit rate 0.89% among 290,000;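 active = inhibition above the mean of all tested compounds plus 3 SD, cutoff set per screening run, cut at about 7.5% in these data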;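 note: red hydrolysis product quenches plate fluorescence so inhibitors raise well fluorescence; 0% = enzyme with DMSO and 100% = DMSO without enzyme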
Numbers without * were called inactive; nt = no result given; & = joins results of further samples.

cpd	Compound	FID counter	V1R ag counter	OXTR agonist	NS3 helicase inh	GalR3 antagonist	IMP-1 inh	GPR7 antagonist	PHOSPHO1 inh	VIM-2 inhibitor
1	COc1cc(Br)c(C(C)NC(=O)c2ccc(C)cc2)cc1OC (stereo unspecified)	-15	1.7	1.7	-8	-3	0.1	16	10	-0.4
2	O=C(N/N=C/c1c(O)n(-c2ccccc2Cl)c(=O)c2ccccc12)c1cccnc1	-22	nt	nt	-3	0	-2.0	-4	34	0.6
3	COc1ccc(C)cc1NC(=O)c1nn(-c2ccccc2)cc1OC	-32	0.9	-0.9	-21	-9	-1.4	-19	35	0.3
4	CC1CCN(C(=O)CN(Cc2ccc(F)cc2)S(C)(=O)=O)CC1	-13	nt	nt	-6	-10	-1.8	-7	4	-1.5
5	C/C(=N\O)C(=O)NCCCNCCCN(C)C	6	0.8	0.3	4	-1	0.1	-2	16	0.9
6	CCOC(=O)c1[nH]c2ccc(OC)cc2c1C	2	-0.2	-0.9	-6	1	-2.3	-8	36	0.5
7	O=C(/C=C/c1ccccc1)N(Cc1ccc(Cl)cc1)C1CCS(=O)(=O)C1 (stereo unspecified)	-31	0.8	-0.6	-16	-5	-3.2	-1	3	-1.0
8	CC(=O)Nc1ccc(S(=O)(=O)N2CCCCC2c2cccnc2)cc1 (stereo unspecified)	-6	0.3	-0.2	-4	-6	1.3	-10	12	-0.8
9	CC(=O)NCCn1c(SCC(=O)Nc2ccc(C)cc2)nc2ccccc2c1=O	3	0.3	-0.4	10	3	-3.1	-3	0	-6.0
10	S=C(Nc1ccc2snnc2c1)N1CCN(c2ccccn2)CC1	-2	0.1	1.2	1	-6	-9.3	-6	35	-2.7
11	CCOc1ccccc1NC(=O)Cn1c(-c2ccc(Cl)cc2)noc1=O	-12	6.8	8.0	7	-4	-0.5	3	15	-2.0
12	O=C(NCC(F)(F)F)c1nn(Cc2ccccc2)c(=O)c2ccccc12	-19	-0.7	-0.9	-11	-12	-1.6	-17	-25	-2.7
13	CN1CCN(Cc2c(C(=O)N3CCc4ccccc4C3)nc3ccc(Cl)cn23)CC1	2	-0.9	-1.7	7	-4	-0.5	4	50	1.4
14	CC(C)CCOc1ccc(C(=O)O)cc1	2	0.7	1.5	-1	4	-2.3	-7	-21	-3.4
15	COC(=O)C1CCCN1C(=O)C1CCCN1C(=O)CNC(=O)OCc1ccccc1 (stereo unspecified)	-5	-0.2	0.0	-3	1	-1.9	-14	1	-5.0
16	CCOC(=O)c1c(C)c[nH]c1C	-2	0.8	2.1	-2	-9	-2.3	0	44	-1.2
17	O=C(CSc1nnnn1-c1ccc2c(c1)OCO2)NCc1ccccc1	-9	0.4	0.3	5	-8	-1.0	5	-7	-1.4
18	CC(C)CCNC(=O)Nc1ccc2c(c1)N(C)C(=O)CS2	-11	3.0	0.8	3	-5	-2.3	1	2	-1.4
19	CCOc1cccc2cc(C(=O)NC(C)c3ccccc3)c(=N)oc12 (stereo unspecified)	-14	0.6	-0.2	-9	0	-0.9	-13	20	-0.3
20	CCC(=O)N1c2ccccc2C(N(C(=O)CC)c2ccccc2)CC1C (stereo unspecified)	-38	0.1	-0.7	-2	-1	-2.6	-9	28	-1.7
21	COC(=O)CN(c1c(C)cccc1C)S(C)(=O)=O	-5	0.5	-0.1	4	-6	-1.8	3	-18	0.3
22	COc1ccc(/C=C(\NC(=O)c2ccc(Cl)cc2)C(=O)NCC2CCCO2)cc1OC (stereo unspecified)	-17	1.5	0.2	17	-8	-1.4	-4	-7	-1.4
23	Cc1ccc(C)c(NC(=O)CN(C)C(=O)[C@@H](NC(=O)c2ccc(C(C)(C)C)cc2)C(C)C)c1	-17	1.9	-2.5	4	-6	-5.0	-3	-19	-1.6
24	Cc1ccc2c(c1)c1nnc(SCC(=O)Nc3ccc(N(C)C)cc3)nc1n2CC(=O)O	-22	2.0	0.5	-5	0	-2.6	-12	29	-0.1
25	Cc1ccc(NC(=O)NC(=O)CSc2nnc(-c3ccc(Cl)cc3Cl)n2N)c(C)c1	-23	-0.4	-1.8	4	4	-2.3	-7	-46	-1.4
26	Cc1cc(C)c2nc(NC(=O)c3ccc(OCC4CCCO4)cc3)sc2c1 (stereo unspecified)	-3	0.3	-0.1	-3	-4	-2.7	3	-10	-1.0
27	COc1ccc(C(=O)Nc2cc(OC)cc(OC)c2)cc1	-8	-1.7	-1.9	3	-3	-1.2	2	1	-2.6
28	Cc1nn(CC(=O)NN)c(C)c1Br	-15	0.0	-1.3	1	0	-3.3	-20	25	-4.4
29	Cc1ccc(OCC(=O)Nc2sc3c(c2C#N)CC(C)(C)NC3(C)C)cc1	18	1.1	4.1	-10	-2	-2.8	1	41	-3.1
30	O=C(Nc1ccc(Oc2ccc(C(=O)O)c(C(=O)O)c2)cc1)c1cccs1	-3	-0.1	0.2	-4	-5	5.4*	-1	32	21*
31	COc1ccccc1N1CCN(CC(O)c2ccc3cc[nH]c3c2)CC1 (stereo unspecified)	3	3.9	2.8	2	nt	-3.7	-8	18	-5.6
32	O=C(CSc1nc(-c2ccccc2)c(-c2ccccc2)[nH]1)Nc1ccc2c(c1)OCO2	-7	-0.6	-1.9	-12	-4	-3.6	-11	-2	-2.1
33	COc1cc2c(cc1OC)-c1nc3ccccc3c(=O)n1C(C)(C)C2	-24	-1.9	-1.5	-4	-5	-0.3	-13	0	-2.0
34	Cc1cc(F)ccc1S(=O)(=O)N1CCCOC1CNC(=O)C(=O)NCc1ccco1 (stereo unspecified)	-7	-0.1	-0.3	-5	-1	-2.6	-10	6	-5.0
35	CNc1nc(SCC(=O)Nc2ccccc2)nc(N2CCOCC2)n1	-16	-0.6	0.3	-2	-3	-1.5	-11	17	0.8
36	COc1c(/C=C2\SC(=Nc3ccccc3Cl)NC2=O)cccc1[N+](=O)[O-]	-9	1.4	-2.1	27	51*	-2.5	-19	29	-1.2
37	Cc1ccc(Cn2c(=O)n(C)c(=O)c3sccc32)cc1	-9	7.0	2.4	7	-11	-3.0	-6	45	-1.9
38	Cc1ccc(NC(=O)CCNS(=O)(=O)c2cc(Br)cnc2N)c(Cl)c1	-3	3.3	5.0	-8	nt	-2.5	-3	-5	-1.2
39	COc1ccc2c(c1)-c1ccccc1S(=O)(=O)N2C(C)=O	-5	-0.7	-1.5	3	0	-2.9	-6	-15	-2.7
40	CCC(=O)Nc1ccc(NC(=O)CSc2nnnn2-c2cccnc2)cc1C	-6	-0.1	2.0	-6	-8	-1.3	-5	34	-4.0
41	O=C(N/N=C/c1ccc(N2CCOCC2)cc1)c1cccs1	0	0.3	-0.7	-6	0	-3.4	2	37	0.1
42	CCCCC(CC)CNC(=O)c1ccc2c(c1)OCO2 (stereo unspecified)	-17	-1.0	-1.3	-2	1	-2.9	5	-4	-0.8
43	NNC(=O)c1nn(-c2ccccc2)cc1O	-3	0.0	-1.3	11	nt	-4.7	-15	20	-4.6
44	CC(=O)N(C)c1ccc(NC(=O)c2ccc([N+](=O)[O-])cc2Cl)cc1	0	0.3	0.8	-11	-2	-1.9	1	4	-0.6
45	Nc1nnnn1N=C1CCCCC1	6	2.6	0.4	-9	-3	-2.6	-6	-21	-1.6
46	CC(Sc1nncs1)C(=O)Nc1ccc(Cl)cn1 (stereo unspecified)	0	0.2	-1.2	4	-3	-2.0	-3	-25	-1.8
47	Cn1nc(C(=O)NCc2ccccn2)c2ccccc2c1=O	4	2.1	0.3	8	-5	-3.8	-7	nt	-1.3
48	O=[N+]([O-])c1cccc(Cl)c1N1CCOCC1	-1	-0.1	-0.8	-1	-4	-3.6	-10	-2	-0.4
49	COc1cccc(NC(=O)C(=O)c2cn(CC(=O)N3CCOCC3)c3ccccc23)c1	-25	4.3	1.1	9	2	0.7	1	54	1.8
50	COc1ccccc1N(CN1CCCC1=O)C(=O)c1c(F)cccc1F	-6	0.6	1.1	-2	-4	-2.6	0	9	-3.9

Remaining list, next part:
cpd	Compound	FID counter	V1R ag counter	OXTR agonist	NS3 helicase inh	GalR3 antagonist	IMP-1 inh	GPR7 antagonist	PHOSPHO1 inh	VIM-2 inhibitor
51	COc1ccc(OC)c(N2C(=O)CC(Cc3ccc(Cl)cc3)C2=O)c1 (stereo unspecified)	-15	1.9	1.5	-11	-7	-4.7	2	21	-2.8
52	CS(=O)(=O)N(CC(=O)NCCSc1ccc(Cl)cc1)c1ccc2c(c1)OCO2	-16	8.2	5.5	-9	1	-1.2	6	0	-0.9
53	COc1ccc(NC(=O)c2ccc(CNS(=O)(=O)c3cccc(OC)c3)cc2)cc1	-10	4.5	4.9	-5	-1	-0.5	-2	16	-0.6
54	CCOC(=O)c1c(-c2ccc(F)cc2)csc1NC(=O)CCN1C(=O)c2ccccc2C1=O	-5	-0.5	-0.4	-7	-1	-1.7	-8	-67	-1.0
55	CC(=O)/C=C(/C)NC(Cc1c[nH]c2ccccc12)C(=O)O (stereo unspecified)	-4&-3	0.4&1.1	0.0&0.5	-8&6	1&-2	-2.6&-4.3	7&-12	13&-1	-2.3&-0.6
56	CCn1cnc2sc(C(=O)N3CCN(c4ccc(OC)cc4)CC3)c(C)c2c1=O	-25	1.6	0.7	3	1	-0.9	-5	40	-1.6
57	CCOC(=O)N1CCN(C(=O)Cn2nc(C)n3nc(-c4ccc(OC)cc4)cc3c2=O)CC1	-29	0.8	0.6	7	-8	-4.7	-8	32	-1.1
58	CCn1c(SCc2cc(=O)n3ccsc3n2)nc2ccccc21	-13	-0.8	0.7	7	1	-2.8	-21	-12	-2.2
59	COc1ccccc1CNC(=O)c1ccc(NC2=NC3CS(=O)(=O)CC3S2)cc1 (stereo unspecified)	-5	0.2	0.1	1	-8	-3.6	-3	15	-1.3
60	COc1ccc(CNC(=O)CN(Cc2ccccc2)S(=O)(=O)c2ccc(Cl)cc2)cc1	-26	1.9	0.3	-11	-1	-3.4	-14	14	-2.7
61	CCOC(=O)N1CCN(Cc2ccc(OCC(O)CN3CCCCC3)cc2)CC1 (stereo unspecified)	1	0.8	0.1	2	-4	-2.1	-14	30	-1.3
62	CC(C)c1nnc(NC(=O)COc2ccc3c(c2)OCO3)s1	-19	0.8	0.9	-11	-10	-1.3	-3	31	-1.3
63	CCCNC(=O)COC(=O)/C(C#N)=C/c1cc(C)n(CCC)c1C	-5	0.6	-1.2	12	-3	-1.3	2	15	-3.5
64	Cc1cc(C2=NNC(=NCCc3ccccc3)SC2)c(C)n1-c1c(C)n(C)n(-c2ccccc2)c1=O	-18	0.8	0.6	0	-1	-0.9	5	20	-1.9
65	COc1ccc(-c2nnn(CC(=O)c3ccccc3)n2)cc1OC	-9	1.6	2.6	-1	-9	-3.7	-2	3	-2.7
66	CCOC(=O)C(=O)N=Nc1c(O)n(C)c2ccccc12	-1	-0.5	-0.1	-3	-3	-3.9	-12	26	1.5
67	CSc1ccccc1C(=O)Nc1cccc(C(C)O)c1 (stereo unspecified)	-14	0.6	0.4	9	5	-3.9	-8	-2	0.9
